Compound activity from PubChem.
Rac1 wt modul: human Rac1 wildtype GTP binding, inhibitors and activators | GST-Rac1 beads, fluorescent GTP binding, flow cytometry; actives lie on both sides; 0 = cold GTP competed, 100 = untreated | GTP binding activity (% of control), % at 10 µM | actives 0.27% (n = 190,000) | AID 757;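 active = GTP binding activity at least 20 points away from the 100% control level, either lower or higher; inconclusive = compound flagged as likely green fluorescent, judged across all proteins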
Rab2 wt GTP: changes GTP binding to wildtype dog Rab2A, up or down | GTP binding activity, % at 10 µM | GST-Rab2 wt beads, Bodipy-GTP binding, flow cytometry | P61105 | actives 0.19% (n = 190,000);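 active = GTP binding activity at least 20 points away from 100%, either lowered or raised; inconclusive = signal likely due to the compound's own green fluorescence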;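 also: 0% = beads with excess unlabeled GTP and 100% = no-compound control corrected for plate trend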
Bim-Bcl-B: inhibitors of Bim-Bcl-B interaction, human | bead-based flow cytometry, Bim peptide-Bcl-B binding | inhibition, % at 10 µM | actives 0.073% (n = 190,000);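 also: 0% = tracer peptide without compound and 100% = reference inhibitor peptide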
Target sequence (Q9HD36 whole entry, looked up): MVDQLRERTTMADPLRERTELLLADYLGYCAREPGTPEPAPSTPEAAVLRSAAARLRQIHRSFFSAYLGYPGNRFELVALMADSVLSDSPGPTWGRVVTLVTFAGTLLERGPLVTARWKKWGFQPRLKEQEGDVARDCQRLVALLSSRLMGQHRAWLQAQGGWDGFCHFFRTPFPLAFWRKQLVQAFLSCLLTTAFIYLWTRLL
Bim-Bcl-2: inhibitors of Bim-Bcl-2 interaction, human; actives 0.06% (n = 190,000); Bead-based flow cytometry, Bim peptide-Bcl-2 binding; inhibition, % at 10 µM; P10415; in the data active = inhibition above about 40%; inconclusive = no clear call, values can overlap the other calls;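 also: 0% = no compound wells with probe peptide and 100% = reference peptide inhibitor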
Target sequence (P10415 whole entry, looked up): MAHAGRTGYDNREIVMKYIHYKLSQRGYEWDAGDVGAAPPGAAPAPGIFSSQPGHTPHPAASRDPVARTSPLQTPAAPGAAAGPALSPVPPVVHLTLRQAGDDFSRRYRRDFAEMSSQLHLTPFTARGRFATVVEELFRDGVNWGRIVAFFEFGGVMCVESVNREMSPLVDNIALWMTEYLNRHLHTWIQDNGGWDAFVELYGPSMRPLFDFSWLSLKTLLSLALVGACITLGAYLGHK
Rab7 wt GTP bind: dog Rab7 wildtype GTP binding, inhibitors and activators | GST-Rab7 beads, fluorescent GTP binding, flow cytometry; actives lie on both sides; untreated = 100%, excess cold GTP = 0% | GTP binding activity (percent of control), % at 10 µM | actives 0.055% (n = 190,000);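 active = fluorescent GTP binding to Rab7 beads changed by at least 20 points from the 100% baseline, either direction, mostly lower; inconclusive = compound itself probably fluorescent, or too few beads counted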;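 also: median green fluorescence of bound Bodipy-FL-GTP per Rab7 bead population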
Rac1 act GTP bind: human Rac1 activated mutant GTP binding change; AID 764; actives 0.11% (n = 190,000); percent activity (GTP binding), % at 10 µM; GST-Rac1 activated beads, fluorescent GTP binding, flow cytometry; actives lie on both sides; 100% means binding = to untreated wells;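 active = GTP binding at least 20 percentage points away from the 100% baseline, in either direction, so actives lie on both sides; inconclusive = Compound likely fluorescent itself, or too few beads counted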
HRas wt GTP: human HRas wildtype GTP binding, change in either direction | GST-Ras wt beads, Bodipy-FL-GTP binding, flow cytometry; actives lie on both sides | actives 0.14% (n = 190,000) | GTP binding activity, % at 10 µM | P01112 | AID 759;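 active = GTP binding activity at least 20% away from the 100% baseline, either lowered as inhibitor or raised as activator; inconclusive = flagged as likely green fluorescent, judged across all proteins in the well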;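 also: 0% = unlabeled GTP competition control and 100% = no-compound control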
Target sequence (P01112 whole entry, looked up): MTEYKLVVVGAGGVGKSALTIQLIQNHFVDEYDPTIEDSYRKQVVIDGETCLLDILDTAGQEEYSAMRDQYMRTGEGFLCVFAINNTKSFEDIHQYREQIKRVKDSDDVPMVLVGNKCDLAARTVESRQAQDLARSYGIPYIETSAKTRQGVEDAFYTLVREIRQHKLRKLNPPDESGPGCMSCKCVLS
Cdc42 wt GTP: changes GTP binding to wildtype human Cdc42 | P60953 | GST-Cdc42 beads, Bodipy-GTP binding, flow cytometry; actives lie on both sides | percent activity (GTP binding), % at 10 µM | actives 0.2% (n = 190,000);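 active = percent activity GTP binding at least 20 points away from the 100% baseline, either down as inhibitor or up as activator; inconclusive = compound flagged as likely green fluorescent from well-wide comparison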;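 also: median bead fluorescence of bound Bodipy-FL-GTP at 100 nM; 0% = excess unlabeled GTP control and 100% = no compound control; below 100% means less GTP binding so inhibitor and above means activator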
Target sequence (P60953 whole entry, looked up): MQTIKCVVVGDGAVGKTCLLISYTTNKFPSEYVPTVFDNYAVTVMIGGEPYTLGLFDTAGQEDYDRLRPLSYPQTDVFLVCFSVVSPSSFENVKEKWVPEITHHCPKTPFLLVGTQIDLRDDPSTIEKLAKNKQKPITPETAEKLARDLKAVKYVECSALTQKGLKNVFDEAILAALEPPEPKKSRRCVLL
Bcl-XL Bim block: human Bim-Bcl-XL interaction inhibition; actives 0.04% (n = 190,000); inhibition, % at 10 µM; Bim peptide-Bcl-XL binding, bead flow cytometry, fluorescence
Bim-Bcl-W: disrupts Bim peptide binding to human Bcl-W | actives 0.02% (n = 190,000) | Q92843 | AID 952 | bead-based flow cytometry | inhibition, % at 10 µM;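 also: 0% = bound tracer without compound and 100% = peptide blocker; higher means less fluorescent Bim peptide bound to Bcl-W beads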
Bfl-1 Bim block: disrupts Bim binding to human Bfl-1. Q16548. Bead-based flow cytometry, Bim-Bfl-1 binding inhibition. inhibition, % at 10 µM. actives 0.12% (n = 190,000). AID 1008;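 also: 0% = wells without compound plus tracer and 100% = blocker peptide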
Active calls of the source: *; ? = inconclusive. Rule as the data show it, unless noted: active = inhibition above about 40%.

SMILES	Rac1 wt modul	Rab2 wt GTP	Bim-Bcl-B	Bim-Bcl-2	Rab7 wt GTP bind	Rac1 act GTP bind	HRas wt GTP	Cdc42 wt GTP	Bcl-XL Bim block	Bim-Bcl-W	Bfl-1 Bim block
COc1ccccc1CNC(=O)C1CCC1	106	101	4	5	98	100	100	103	-1	-1	6
O=C1N(Cc2cccc(Cl)c2)C[C@@H]2C[C@@H](c3cccc4ncccc34)N3CCC[C@@]123	98	96	-4	-9	97	95	97	94	-2	-3	-5
COc1ccc(NS(=O)(=O)c2cc(NC(=O)c3cccs3)ccc2N2CCOCC2)cc1	98	97	-5	-4	103	93	95	98	0	0	-6
CCCCS(=O)Cc1ccccc1 (stereo not given)	109	103	-6	-2	103	101	102	100	-6	-2	-6
CCCN1C(=O)/C(=N\OCC(=O)NC23CC4CC(CC(C4)C2)C3)c2ccccc21	102	98	-8	-5	101	99	100	97	-9	-8	-9
Cc1ccc(-c2nn(C)c(=O)c3ccccc23)cc1CNC(=O)CN1CCOCC1	95	96	-5	-3	96	98	94	96	-3	-1	-8
COc1ccccc1N(CN1CCCC1=O)C(=O)c1c(F)cccc1Cl	106	102	-5	0	104	99	103	105	-2	5	-11
O=C(CN1CCN(C2CCCCC2)CC1)c1c[nH]c2ccccc12	102	103	0	2	100	100	105	103	0	0	0
Cc1[nH]c2ccccc2c1/C=N\NC(=O)CNc1ccc2c(c1)OCO2	100	96	-6	11	95	97	96	100	0	23	32
COc1ccc(C2C(C(=O)NCc3ccccn3)c3cc(OC)c(OC)cc3C(=O)N2C)cc1 (stereo not given)	99	99	-7	-5	98	98	98	98	-9	-3	-11
Cc1cccc(NS(=O)(=O)c2ccc3c(c2)NC(=O)CC(=O)N3)c1	97	96	-2	0	98	95	95	97	0	3	-2
O=C(CSc1ncc(-c2ccccc2)n1C1CCCC1)N1CCc2ccccc21	104	100	-11	-3	100	99	100	98	-9	-2	-16
COc1ccccc1-c1coc2c(CN3CCN(C)CC3)c(O)ccc2c1=O	96	98	1	0	90	97	95	95	0	4	0
O=C(c1ccccc1)N1CCCCC(Sc2nnc3ccccn23)C1=O (stereo not given)	106	99	-5	-8	102	98	100	102	-2	0	-16
COC(=O)c1cn(NC(=O)c2ccc(OC)c([N+](=O)[O-])c2)c(=O)c2ccccc12	99	95	-3	-3	98	96	94	93	-4	-4	0
CC(C)(C)NC(=O)NC(=O)COC(=O)COc1ccc(Cl)cc1Cl	100	99	0	-2	107	99	99	96	0	0	-4
Cc1cc(N2CCCC2)c(C)cc1C=O	96	95	2	-2	96	93	97	97	7	-1	-7
O=C(Nc1cnc2sccn2c1=O)c1ccccc1Cl	105	104	0	-2	101	101	103	102	0	2	-9
O=S(=O)(CCc1nc2ccccc2o1)c1ccc(Cl)cc1	94	95	-8	-10	95	95	96	98	0	0	-13
CCc1nnc(NS(=O)(=O)c2ccc(Nc3ccc([N+](=O)[O-])c4nonc34)cc2)s1	81	84	0	2	87	80	84	84	-1	4	2
CCc1c(C)nc2ncnn2c1N1CCC(C(=O)NCc2cccc(OC)c2)CC1	96	96	6	2	99	95	97	97	3	1	5
Cc1ccc(S(=O)(=O)N2CCOCC2)cc1NC(=O)CSc1nc2ccccc2c(=O)n1Cc1ccccc1	103	103	0	2	109	100	105	105	-3	0	0
CC(=O)NCCc1cc2ccc(C)c(C)c2[nH]c1=O	102	101	-5	-2	99	99	100	101	-6	-3	-6
CCSC1=N/C(=C\c2ccc3c(c2)OCO3)C(=O)S1	102	96	-9	-8	99	98	98	100	-11	0	-10
O=C1N=C(N2CCCC2)S/C1=C\c1cn[nH]c1-c1ccccc1	96	95	1	2	97	100	95	101	1	2	0
Additional records follow:
SMILES	Rac1 wt modul	Rab2 wt GTP	Bim-Bcl-B	Bim-Bcl-2	Rab7 wt GTP bind	Rac1 act GTP bind	HRas wt GTP	Cdc42 wt GTP	Bcl-XL Bim block	Bim-Bcl-W	Bfl-1 Bim block
CCCC(C)C(=O)NCc1ccccc1OC (stereo not given)	98	95	-7	-5	94	97	97	99	-5	-2	-1
Nc1nc2ccccc2n1/N=C/c1ccc(-c2ccccc2)o1	100	99	-10	-6	96	99	100	100	-20	-5	-11
CCOC(=O)CSc1nc(C)cc(Oc2ccc(=O)n(C)n2)n1	105	100	0	2	102	97	103	102	-3	-3	-2
O=C(Nc1ccc(Oc2ccccc2)cc1)C1CCN(c2ncccn2)CC1	99	102	-8	-1	98	100	101	100	-7	-3	-7
CN1CCN(c2ccccc2NC(=O)c2c(F)cccc2F)CC1	99	96	-1	-6	98	96	98	98	0	-1	-10
Cc1ccc(CNC(=O)CN(C)S(=O)(=O)c2cnc[nH]2)cc1	101	95	-7	-5	96	98	98	98	-6	-2	-1
COc1cc2[nH]c(=S)n(CCN3CCOCC3)c(=O)c2cc1OC	96	95	1	0	94	95	93	93	-1	-3	-3
CC(C)(O)C#Cc1ccc(C(=O)NCCc2ccc(S(N)(=O)=O)cc2)cc1	?	?	-2	4	?	?	?	?	1	1	-3
Cn1nnnc1Sc1ncnc2scc(-c3ccc(F)cc3)c12	?	?	-6	-2	?	?	?	?	-6	-4	-6
O=C(CN1C(=O)NC(Cc2ccccc2)C1=O)Nc1ccc(F)cc1 (stereo not given)	104	98	-5	-7	100	99	101	102	-4	-6	-3
CCN(CC)CCN(Cc1cc2cc3c(cc2[nH]c1=O)OCCO3)C(=O)NC1CCCCC1	103	102	0	-3	98	102	102	104	2	0	-1
O=C(Cc1ccc(F)cc1)NCC1CCCO1 (stereo not given)	100	102	2	0	98	100	99	100	0	-1	1
O=C(NC12CC3CC(CC(C3)C1)C2)C1CC(=O)N(c2ccc(Br)cc2)C1 (stereo not given)	101	100	-5	-7	98	99	101	102	5	0	-11
c1ccc(-c2cc3c(N4CCOCC4)ncnc3s2)cc1	94	92	0	1	96	92	96	95	-1	-2	0
Cc1cc(C)cc(NC(=O)COC(=O)CCCC2=NS(=O)(=O)c3ccccc3N2)c1	97	100	-1	-2	103	96	99	94	-3	-1	-5
COc1ccc(Oc2nccc(-c3ccccc3)c2C#N)cc1	99	96	-5	-3	93	96	94	96	0	-1	-1
Cc1ccc(NCC(O)C(O)C(O)CO)cc1C (stereo not given)	95	94	-8	-6	96	96	95	98	-5	0	-13
CCc1cccc(C)c1NC(=S)N(CCN(C)C)C(C)c1cccnc1 (stereo not given)	97	100	1	3	106	95	99	96	-2	-4	5
CCOc1ccc(NC(=O)N(CCCN2CCOCC2)Cc2cccnc2)cc1	105	100	-3	-7	100	97	100	101	-1	1	-10
CCCn1c(SCC(=O)Nc2ccc(C(=O)Nc3ccccc3OC)cc2)n[nH]c1=O	90	99	-4	0	102	95	98	94	-2	-5	-4
O=C(Cn1cccc1)NCc1cccs1	106	103	-8	-11	103	101	101	102	-3	2	-13
Cc1nnc(SCCn2c(N3CCN(C)CC3)nc3c2c(=O)[nH]c(=O)n3C)s1	97	97	-7	-5	95	96	98	96	-6	2	-10
Cc1ccc(S(=O)(=O)NC(C)CCc2ccccc2)cc1 (stereo not given)	101	101	-4	0	103	98	102	107	-1	0	-1
NC(=S)N=Nc1c(O)[nH]c2c(Br)cc(Br)cc12	71*	74*	3	1	93	84	75*	75*	4	1	5
O=C(O)C1=C[C@@H](c2csc3ccccc23)C[C@@H](OCCCCO)O1	95	94	-4	0	95	93	94	95	-3	-2	-8

Some of these compounds in order of molecular weight, falling:
SMILES	Rac1 wt modul	Rab2 wt GTP	Bim-Bcl-B	Bim-Bcl-2	Rab7 wt GTP bind	Rac1 act GTP bind	HRas wt GTP	Cdc42 wt GTP	Bcl-XL Bim block	Bim-Bcl-W	Bfl-1 Bim block
Cc1cc(C)cc(NC(=O)COC(=O)CCCC2=NS(=O)(=O)c3ccccc3N2)c1	97	100	-1	-2	103	96	99	94	-3	-1	-5
NC(=S)N=Nc1c(O)[nH]c2c(Br)cc(Br)cc12	71*	74*	3	1	93	84	75*	75*	4	1	5
O=C(Nc1ccc(Oc2ccccc2)cc1)C1CCN(c2ncccn2)CC1	99	102	-8	-1	98	100	101	100	-7	-3	-7
Cn1nnnc1Sc1ncnc2scc(-c3ccc(F)cc3)c12	?	?	-6	-2	?	?	?	?	-6	-4	-6
O=C(CN1C(=O)NC(Cc2ccccc2)C1=O)Nc1ccc(F)cc1 (stereo not given)	104	98	-5	-7	100	99	101	102	-4	-6	-3
CCOC(=O)CSc1nc(C)cc(Oc2ccc(=O)n(C)n2)n1	105	100	0	2	102	97	103	102	-3	-3	-2
Cc1ccc(CNC(=O)CN(C)S(=O)(=O)c2cnc[nH]2)cc1	101	95	-7	-5	96	98	98	98	-6	-2	-1
COc1ccc(Oc2nccc(-c3ccccc3)c2C#N)cc1	99	96	-5	-3	93	96	94	96	0	-1	-1
c1ccc(-c2cc3c(N4CCOCC4)ncnc3s2)cc1	94	92	0	1	96	92	96	95	-1	-2	0
Cc1ccc(NCC(O)C(O)C(O)CO)cc1C (stereo not given)	95	94	-8	-6	96	96	95	98	-5	0	-13
O=C(Cn1cccc1)NCc1cccs1	106	103	-8	-11	103	101	101	102	-3	2	-13

(further entries)
SMILES	Rac1 wt modul	Rab2 wt GTP	Bim-Bcl-B	Bim-Bcl-2	Rab7 wt GTP bind	Rac1 act GTP bind	HRas wt GTP	Cdc42 wt GTP	Bcl-XL Bim block	Bim-Bcl-W	Bfl-1 Bim block
CC1(C)Cc2nc3oc4c(N5CCOCC5)ncnc4c3cc2CO1	96	95	-8	-8	95	90	95	95	-9	-1	-6
Cc1oncc1-c1cn2ccccc2n1	104	100	-3	-4	98	101	101	101	-1	2	-5
Cn1c(=O)c2c(nc(CN3CCOCC3)n2CC(O)CO)n(C)c1=O (stereo not given)	103	102	-1	-4	97	102	100	105	0	4	-10
COCCN(C(=O)CCc1ccccc1OC)c1nnc(-c2cccnc2)s1	102	101	-1	0	104	97	98	99	-2	10	-4
OCCC1CN(Cc2nc(-c3ccccc3)cs2)CCN1C1CCCC1 (stereo not given)	102	98	-2	-4	95	98	98	100	-2	-2	-3
CC(C)NC(=O)NC(=O)COC(=O)c1cccc(OC(F)F)c1	98	97	-3	-3	102	97	98	94	0	0	-6

Not a hit list (roughly 0.62% active in at least one column).
